TGFb SMAD3 inh: inhibitors of TGF-b signaling; HepG2 CAGA-GFP TGF-b/SMAD3 reporter, GFP fluorescence, 18 h; TGF-beta stimulated, 500 pg/mL final; Potency, µM (doses to about 46.1 µM), inactives show at the top dose activity, negative = inhibition, actives largely listed as inhibitors; AID 588855; 410,000 compounds, 1.2% hits; also: potency is read from the fitted curve at half-maximal effect; % is scaled to controls: 0 for no effect and ±100 for the full control effect; nearly all actives have a fitted effect of over 65% in size
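Per well, imaged GFP fluorescence of HEPG2 CAGA-GFP cells gives the signal; cells get compound, then TGF-beta (500 pg/mL final), 18 h at 37 degrees C; %Activity versus -TGF-beta and +DMSO controls.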
HepG2 viability: HepG2 cytotoxicity, counter-screen for TGF-b inhibitors | HepG2 CAGA-GFP viability, ATP luminescence, 18 h | Potency, µM (series often up to 46.1 µM), inactives show at the top dose activity change, negative = cytotoxicity, usual class: cytotoxic | 410,000 compounds, 0.76% hits | AID 588856; also: potency is read from the fitted curve at half-maximal effect; some results filed as inactive show a strong effect at the top dose
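CellTiter-Glo luminescence gave cytotoxicity after 18 hours at 37 degrees C. The cells were HepG2 CAGA-GFP in 1% FBS DMEM, stimulated with 500 pg/mL TGF-beta after compound addition. %Activity was normalised to no-cell wells (complete cell-killing) and DMSO (no toxicity), and curves were fitted and classified.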
A549 tox: A549 cytotoxicity, counter-screen for Nrf2 inhibitors; A549 ARE-Fluc cells, CellTiter-Fluor viability, 18-24 h; Potency, µM (titrated, usually from 46 µM), without a hit: at the highest dose activity change, negative = cytotoxicity, usual class: inhibitors; 390,000 compounds, 0.16% hits; also: potency is read from the fitted curve at half-maximal effect; % is scaled to controls: 0 for no effect and ±100 for the full control effect
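A549 ARE_Fluc cells in 5% FBS OPTI-MEM were exposed to compounds in concentration-response for 18-24 h at 37 deg C. Viability was read by CellTiter-Fluor fluorescence (Ex 405/Em 525) after 30 min, before the luciferase read.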
MmCpn inh: inhibitors of Methanococcus maripaludis chaperonin (MmCpn) | purified Mm-Cpn ATPase, ADP Transcreener TR-FRET | Potency, µM (doses to about 76.9 µM), without a hit: at the highest dose activity, negative = inhibition, hits mostly inhibitors | 330,000 compounds, 0.031% hits | AID 504842; also: potency is read from the fitted curve at half-maximal effect; % is scaled to controls: 0 for no effect and ±100 for the full control effect; nearly all actives have a fitted effect of over 80% in size
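Compound-treated chaperonin, 25 nM final, turns over 10 uM ATP at 37°C for 30 min following a 10 min preincubation; ADP generated competes with ADP-d2 for Eu-cryptate antibody, lowering FRET.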
Nrf2 activator: activates Nrf2 signaling; AREc32 ARE-luciferase reporter (MCF7-derived line), luminescence, 24 h; Potency, µM (top dose mostly 46.1 µM), for inactives: at the highest dose activation, usual class: activators; 410,000 compounds, 0.31% hits; AID 624171; also: potency is read from the fitted curve at half-maximal effect; % of control where 0% means no effect; nearly all actives have a fitted effect of over 65% in size
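Luminescent ARE reporter assay in AREc32_Fluc cells: overnight plating at 37 deg C, 24 hr compound incubation, Steady-Glo added, 30 min RT before reading.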
CCT modulator: changes cytosolic chaperonin activity; purified chaperonin ATPase assay, HTRF ADP detection, 30 min; activity change, % (no concentration beside the values), hits read low; 360,000 compounds, 0.3% hits; AID 651819; in the data active = activity change below about -30%; also: % is scaled to controls: 0 for no effect and ±100 for the full control effect
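Nucleotide hydrolysis assay: TRiC at 20–40 nM final (set by batch activity) with 10 uM ATP, 30 min at 37 °C, in presence of 76 uM compound. Detection by competitive ADP HTRF, 30 min ambient.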
pAkt inh: Akt phosphorylation inhibition; Neuro2A IGF-stimulated pAkt S473 HTRF, 20 min; stronger effect = lower value; activity change, % for hits at 50 µM; 360,000 compounds, 0.32% hits; AID 651550; in the data active = activity change below about -80%; inconclusive = mostly about -51% to -80%; also: % is scaled to controls: 0 for no effect and ±100 for the full control effect
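Neuro2A cells in DMEM with 0.5% FBS, overnight at 37 deg C, given compound at single 50 µM final, then IGF (6 nM final) for 20 min at 37 deg C. Lysed; phospho-Akt Ser473 by HTRF after 24 h, 665/615 ratio.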
Abeta rescue: restores growth of yeast expressing A-beta42 peptide; yeast expressing A-beta42, growth rescue, OD600, 48 h; response scale: 0% DMSO, 100% iron-clioquinol control; Potency, µM (series often up to 46.1 µM), without a hit: at the top dose growth rescue, usual class: activators; 410,000 compounds, 0.063% hits; also: potency is read from the fitted curve at half-maximal effect; nearly all actives have a fitted effect of over 55% in size
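Yeast growth medium received pinned compounds, then yeast cells expressing toxic A-beta were added; plates incubated at 30 C for 48 hr. Growth read as absorbance at 600 nm, normalized to DMSO and equimolar FeCl3 plus clioquinol controls.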
Nrf2 block: blocks Nrf2 signaling | A549 ARE-Fluc reporter, luciferase luminescence, 18-24 h | Potency, µM (doses to about 46 µM), without a hit: top-dose activity change, negative = inhibition, actives largely listed as inhibitors | 360,000 compounds, 2.1% hits; also: potency is read from the fitted curve at half-maximal effect; % is scaled to controls: 0 for no effect and ±100 for the full control effect; nearly all actives have a fitted effect of over 60% in size
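In this cell-based qHTS, ARE-driven firefly luciferase in A549 cells reports Nrf2 activity; the luminescent signal after BugLite lysis is the measured value, with a prior CellTiter-Fluor read for cell health.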
* = called active by the depositor; i = inactive; u = inconclusive; x = no result given; & = joins results of further samples; [ ] = dose if it differs, or a comment. Unless noted, calls follow the shape of the dose curve; as a rule, active = well fitted curve in the direction sought with a large enough effect; inconclusive = small, poorly fitted or top-dose-only effect, or another doubt; inactive = no such curve, though single readings can be large; an effect the other way counts as inactive or inconclusive.

Below each compound: TGFb SMAD3 inh, HepG2 viability, A549 tox, MmCpn inh, Nrf2 activator, CCT modulator, pAkt inh, Abeta rescue, Nrf2 block
- O=c1cc(NCc2ccccc2)nc2ccccn12
  11%, -2%, 1%, 2%, 2.2%, -0.8, i, 2%, 8%
- COc1cc(/C=C2/C(=O)NN(c3ccc(F)cc3)C2=O)cc([N+](=O)[O-])c1O
  u, -12%, u, -1%, 0.4%, -0.7, i, 24%, -17%
- Cc1nn(C)cc1CNC(=O)Nc1ccc(Cl)c(Cl)c1
  -7%, 0%, -3%, 0%, 3.3%, 1.2, i, 12%, u
- C=CC[C@@H](CC(=O)N[C@@H](CO)Cc1ccccc1)C(=O)NC[C@@H](OC(=O)[C@@H](CC=C)CC(=O)OC(C)(C)C)c1ccccc1
  -9%, -14%, -16%, 0%, 0.5%, -2.8, i, -4%, u
- Cc1ccccc1NC(=O)CCSc1nnnn1-c1ccccc1
  -10%, 0%, 17%, -1%, 7.1%, 1.2, i, -2%, 26%
- Cc1c(Br)c(-c2n[nH]c(=S)n2Cc2ccco2)nn1C
  -4%, 14%, -1%, -17%, 0.2%, -3.4, i, 9%, 1%
- COCCNc1nc2c(S(=O)(=O)c3ccc(C)c(C)c3)nnn2c2ccc(Cl)cc12
  -3%, 3%, -1%, x, -0.8%, x, x, -9%, 8%
- CSc1ccc(C2C(C(=O)Nc3ccccc3)=C(C)Nc3nc4ccccc4n32)cc1 (stereo not drawn)
  -2%, -36%, -1%, x, -0.2%, x, x, -16%, u
- O=C(NCCCO)c1ccc(CSc2nc3ccccc3c(=O)[nH]2)cc1
  0%, -15%, 0%, 1%, 3.5%, 0.9, i, -24%, -28%
- COc1ccc(CN2CCN(Cc3ccc(OC)c(OC)c3OC)CC2)cc1
  -13%, -25%, 3%, -2%, -0.3%, 1.2, i, -10%, -17%
- CCCn1cnc2c(SCc3ccccc3Cl)nc(N)nc21
  -27%, 3%, -6%, x, 4.6%, -1.0, i, -22%, 15%
- CC(C)CC(=O)C(=O)O
  -17%&-5%, -3%&2%, -2%&-6%, x, -0.6%&-0.4%, 0.5&0.3, i, 20%&-11%, 12%&-15%
- CCOC(=O)C(C)/C(C)=N/NC(=O)c1cc2ccccc2cc1O (stereo not drawn)
  -6%, 5%, -20%, 0%, 0.0%, 0.5, i, -23%, -12%
- COc1ccccc1Nc1ccc([N+](=O)[O-])cc1N
  -24%, -15%, -15%, 0%, 6.7%, -1.2, i, u, -9%
- O=C(O)C1CCCCC1C(=O)N1CCN(S(=O)(=O)c2ccc(F)cc2)CC1 (stereo not drawn)
  -18%, 1%, 3%, 0%, 2.3%, 0.2, i, -5%, 7%
- O=C(O)C1C2CCC(C2)C1C(=O)N1CCCC1 (stereo not drawn)
  0%, 5%, 0%, 1%, 0.3%[9.22 µM], 0.6, i, 4%, 1%
- Cc1cccc2c1N(CCOc1ccc(C(C)(C)C)cc1)C(=O)C2=O
  14%, 5%, 18%, 0%, 3.8%, 1.5, i, -2%, -4%
- Cc1nc2scc(C)n2c(=O)c1S(=O)(=O)NCC1CCN(Cc2ccc(Cl)cc2)CC1
  -4%, -30%, 3%, 2%, 3.8%, 1.2, i, 4%, 14%
- O=C(CNC(=O)c1ccc(N2C(=O)c3ccccc3C2=O)cc1)OCC(=O)c1ccc(Cl)cc1
  10%, 6%, 0%, -2%, -0.5%, -3.4, i, 8%, -9%
- O=C(CNC(=O)c1ccc(Cl)cc1Cl)OCCOc1ccccc1
  4%, 4%, -7%, 0%, 3.0%, 0.7, i, u, 18%
- CCN(CC)CCNC(=O)Cc1c(C(=O)O)n(CC)c2ccccc12
  -1%, 0%, -3%, 3%, 0.1%, -1.9, i, 5%, -8%
- CCCSc1ccc([C@H]2N[C@@](C)(C(=O)OC)[C@H]3C(=O)N(C)C(=O)[C@@H]23)cc1
  -8%, -1%, 0%, 2%, 0.4%, -2.2, i, 4%, -28%
- CCOC(=O)c1ccccc1NC(=O)CN(c1cc(C(F)(F)F)ccc1Cl)S(C)(=O)=O
  -4%, -34%, 4%, x, 0.3%, x, x, 1%, u
- O=C(O)C1C2C=CC(C2)C1C(=O)NCCCn1ccnc1 (stereo not drawn)
  -10%, 9%, 0%, -2%, 0.0%, 0.7, i, -7%, 5%
- CCc1cccc(NC(=O)CCCn2nc(C)c3c(C)n(-c4ccccc4)nc3c2=O)c1
  u, 0%, -5%, 3%, -0.1%, -1.5, i, 19%, -2%
- COc1ccc(-c2noc(N3CCC(C(=O)Nc4cccc(C)c4C)CC3)n2)cc1
  u, -14%, 0%, x, -1.2%, x, x, 6%, x
- O=S(=O)(/C=C/c1ccccc1)c1ccccc1
  -19%, -9%, 14%, -1%, 17%, 1.0, i, 4%, -6%
- OCCCc1cn(CC2CCCCC2)nn1
  -1%, 8%, 1%, -2%, 4.9%, 0.9, i, -6%, 7%
- COc1ccc(CN(Cc2ccc(C(=O)O)cc2)C(=S)Nc2cccc(C)c2)cc1OC
  -6%, -4%, 2%, -21%, -0.4%, 0.0, i, -3%, -17%
- CS(=O)(=O)c1ccc(Nc2nc(C(N)c3ccccc3)cs2)cc1 (stereo not drawn)
  2%, -1%, x, x, 0.4%, -0.7, i, -1%, x
- O=C(O)CCc1nn2c3ccccc3nc2n(-c2ccccc2)c1=O
  15%, 6%, -8%, -2%, 0.3%, 0.9, x, 13%, 8%
- Cc1ccc(S(=O)(=O)N2CCOCC2)cc1NS(=O)(=O)c1ccc(F)c(F)c1
  0%, 2%, 2%, 0%, 0.0%, -2.5, i, 13%, 16%
- CCOc1ccc(NC2=CC(=O)CC(c3ccco3)C2)cc1 (stereo not drawn)
  u, 3%, -2%, -1%, 12%, -0.9, i, 2%, 2%
- O=C(N[C@H](CO)Cc1ccccc1)[C@H]1O[C@@H](n2ccc(=O)[nH]c2=O)[C@H](O)[C@@H]1O
  -1%, -23%, x, x, -1.1%, 0.7, i, -22%, x
- O=c1[nH]c2cc3c(cc2cc1CN(Cc1cccs1)Cc1nnnn1Cc1ccco1)OCCO3
  -16%, -31%, -8%, -6%, 1.6%, 3.4, i, 1%, u
- COc1ccc(NC(=O)CCn2c(=O)c3cccn3c3ccccc32)c(OC)c1
  -16%&0%, 1%&-9%, -6%&-6%, -8%, -0.2%&3.9%, -1.6, i, -2%&5%, u
- Clc1ccccc1CN(Cc1ccco1)Cc1nnnn1C1CCCC1
  u, -19%, -25%, -5%, 3.6%, -70*, i, -21%, u
- Cc1ccc(NC(=O)Cn2cnc3c(=O)n(C)c(=O)n(C)c32)c(C)c1
  -1%, 2%, -3%, 2%, 0.0%, 0.7, i, -3%, 19%
- CCc1ccc(CNCCNCC(C)O)cc1 (stereo not drawn)
  1%, -27%, -2%, 1%, -0.6%, -1.6, i, 6%, 5%
- Cc1ccc(C(=O)N(c2ccccc2)C2CC(C)N(C(=O)c3ccco3)c3ccccc32)cc1 (stereo not drawn)
  -24%, -5%, -22%, 0%, 0.3%, 0.7, i, 14%, u
- COc1ccc(S(=O)(=O)N2c3cc(Cl)ccc3Oc3nc4ccccc4nc32)cc1
  -24%, -45%, -10%, -1%, 8.6%, 4.7, i, 10%[9.22 µM], x
- CC1=C(C(=O)Nc2ccc(C)cc2)C(c2ccc(C)o2)C2=C(CC(C)(C)CC2=O)N1 (stereo not drawn)
  0%, -4%, 5%, 1%, 2.9%, 0.4, i, -21%, 9%
- COC(=O)[C@]12CCCCC=C1N(Cc1cccc3ccccc13)C(=O)[C@H](CC(=O)NCc1cccc3ccccc13)C2
  x, x, x, x, 0.1%, 0.7, i, -3%, x
- COc1cccc(/C=C/C(=O)OCC(=O)NCc2ccco2)c1OC
  3%, -1%, 1%, 0%, u, -2.4, i, 0%, 25%
- COC(=O)c1ccccc1NC(=O)CN(c1ccc(Cl)cc1)S(=O)(=O)c1ccc(OC)cc1
  0%, 3%, 5%, x, -0.8%, x, x, -5%, 6%
- O=C(CN1CCCCC1)Nc1scc2c1c(=O)oc1ccccc12
  -14%, -17%, 0%, -5%, 3.8%, -1.8, i, -18%, u
- CCC(Oc1ccc(C)c(C)c1)C(=O)O (stereo not drawn)
  5%, -24%, -2%, 3%, -0.1%, 1.8, i, 4%, 9%
- COc1ccc(C)cc1Nc1nc(-c2cccc(Cl)c2)c2c(n1)-c1ccccc1OC2
  -5%, -1%, -1%, x, 0.4%, x, x, 3%, -5%

Full records as entered above. Order of values: TGFb SMAD3 inh	HepG2 viability	A549 tox	MmCpn inh	Nrf2 activator	CCT modulator	pAkt inh	Abeta rescue	Nrf2 block
O=C(O)CCc1nn2c3ccccc3nc2n(-c2ccccc2)c1=O is listed with 15%	6%	-8%	-2%	0.3%	0.9	x	13%	8%
COc1ccc(C)cc1Nc1nc(-c2cccc(Cl)c2)c2c(n1)-c1ccccc1OC2 is listed with -5%	-1%	-1%	x	0.4%	x	x	3%	-5%
COc1cccc(/C=C/C(=O)OCC(=O)NCc2ccco2)c1OC is listed with 3%	-1%	1%	0%	u	-2.4	i	0%	25%
O=C(N[C@H](CO)Cc1ccccc1)[C@H]1O[C@@H](n2ccc(=O)[nH]c2=O)[C@H](O)[C@@H]1O is listed with -1%	-23%	x	x	-1.1%	0.7	i	-22%	x
COC(=O)c1ccccc1NC(=O)CN(c1ccc(Cl)cc1)S(=O)(=O)c1ccc(OC)cc1 is listed with 0%	3%	5%	x	-0.8%	x	x	-5%	6%

An unsorted share of the library. Share with any hit: about 4.3%.
